Source: PubChem (several laboratories)
PfM18AAP inh: blocks P. falciparum M18 aspartyl aminopeptidase | AID 1822 | inhibition, % at 7.35 µM | recombinant PfM18AAP, H-Glu-NHMec fluorogenic cleavage | actives 1.2% (n = 290,000);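 active = inhibition above the campaign mean inhibition over all tested compounds plus 3 SD, cut at about 28% in these data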;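 note: 0% = plate median of test compound wells and 100% = 2 mM ZnCl2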
NS3 helicase inh: blocks Hepatitis C virus NS3 helicase unwinding | NS3 helicase DNA unwinding, Cy5 molecular beacon fluorescence | inhibition, % at 10.9 µM | actives 0.56% (n = 290,000) | AID 1800;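 active = inhibition above the mean of all tested compounds plus 3 SD, set per campaign, cut at about 35% in these data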;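 note: 0% = DMSO wells and 100% = thioflavine S control wells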
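Control set: DMSO versus 110 µM thioflavine S; Material: NS3 helicase fragment of HCV; Measured by: Cy5 fluorescence at 0 and 60 min, beacon hairpin quenching; Read-out basis: percent inhibition from t60/t0 fluorescence ratio; Times: reaction time 60 min, 25 °C; Repeats: single replicate; Compound dosing: single dose, 10.9 µM nominal final, DMSO 0.8% final.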
MEKK2 WT-MEK5: raises or lowers MEK5 binding to wildtype human MEKK2 PB1 domain. bead flow cytometry, Alexa488-MEK5 binding to MEKK2 WT; actives lie on both sides. binding response (% of control), % at 10 µM. actives 1.1% (n = 290,000); in the data active = binding response below about 67% or above about 130%
NALP1 inh: inhibitors of NALP1 inflammasome in yeast. S. cerevisiae NALP1/ASC/caspase-1 growth, X-gal OD620, 72 h. inhibition, % at 10 µM. actives 0.61% (n = 280,000). AID 2071; in the data active = inhibition mostly above about 24%, no sharp cut-off; inactive = mostly below about 32%; note: some compounds called inactive have numbers as strong as hits
UBC9 SUMO inh: blocks human SUMOylation mediated by UBC9; P63279; HTRF SUMOylation assay, SAE1/SAE2 + UBC9, in vitro; inhibition, % at 35 µM; actives 0.36% (n = 290,000); in the data active = inhibition above about 50%, passing the limit was not always enough; note: strong numbers were not always called active
Target sequence (P63279 whole entry, looked up): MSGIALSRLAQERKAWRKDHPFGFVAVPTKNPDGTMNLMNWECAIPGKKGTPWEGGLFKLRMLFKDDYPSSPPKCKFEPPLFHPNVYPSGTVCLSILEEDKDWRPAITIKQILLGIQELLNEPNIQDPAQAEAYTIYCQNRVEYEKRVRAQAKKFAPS
MEKK2 mut-MEK5: signal of MEK5 binding to mutant human MEKK2 PB1 domain | bead flow cytometry, Alexa488-MEK5 binding to MEKK2 mutant | percent response, % at 10 µM | actives 0.35% (n = 290,000) | AID 1530; in the data active = percent response above about 24%, passing the limit was not always enough; note: inactives centre near 1; some results filed as inactive read as strong as hits
VIM-2 inh: inhibitors of Pseudomonas aeruginosa VIM-2 metallo-beta-lactamase | purified VIM-2, nitrocefin hydrolysis, epi-absorbance fluorescence | inhibition, % at 5.6 µM | actives 0.89% (n = 290,000) | AID 1527;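 active = inhibition above the mean of all tested compounds plus 3 SD, cutoff set per screening run, cut at about 7.5% in these data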;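 note: red hydrolysis product quenches plate fluorescence so inhibitors raise well fluorescence; 0% = enzyme with DMSO and 100% = DMSO without enzyme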
IMP-1 inhibitor: inhibitors of Pseudomonas aeruginosa IMP-1 metallo-beta-lactamase | AID 1556 | inhibition, % at 5.6 µM | purified IMP-1, nitrocefin hydrolysis, epi-absorbance fluorescence | actives 0.45% (n = 290,000);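 active = inhibition above the mean plus 3 SD of all compounds in the same screening run, cut at about 4.5% in these data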;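 note: 0% = IMP-1 with DMSO and 100% = DMSO wells lacking enzyme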
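Material – recombinant IMP-1 enzyme, purified · Amount – IMP-1 0.2 nM before substrate addition · Medium – HEPES buffer pH 7.1 with ZnSO4 and Brij 35 · Timing – 25 °C, 15 min preincubation, 25 min reaction · Measured by – plate fluorescence quenching by hydrolysis product, ex 480/em 530 nm · Read-out – percent enzyme inhibition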
DNA FID counter: displaces DNA intercalator in HCV helicase counter-screen; inhibition, % at 7.9 µM; DNA fluorescent intercalator displacement, fluorescence; actives 0.17% (n = 290,000); in the data active = inhibition above about 37%;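 note: 0% = vehicle and 100% = reference compound; higher means more ethidium bromide displaced from hairpin DNA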
Active calls of the source: *; x = not tested or not shown.

SMILES | PfM18AAP inh | NS3 helicase inh | MEKK2 WT-MEK5 | NALP1 inh | UBC9 SUMO inh | MEKK2 mut-MEK5 | VIM-2 inh | IMP-1 inhibitor | DNA FID counter
C=CCN1C(=O)N(CC=C)c2cccc3cccc1c23 | 2 | -1 | 106 | 17 | 95 | 4 | 1.8 | -2.2 | -24
O=C(O)[C@]1(S(=O)(=O)c2ccccc2)C[C@@H]2ON=C(c3cccc(Br)c3)[C@@H]2C1 | 8 | 11 | 94 | 19 | 18 | -3 | 0.5 | -1.0 | -22
O=[N+]([O-])C(=C1Nc2ccccc2N1)C(Cl)=C(Cl)Cl | -2 | 7 | 95 | -4 | 20 | -6 | -5.7 | -5.1 | 15
O=C(OCC#CCSc1nc2ccccc2s1)c1ccco1 | 7 | -2 | 101 | x | -25 | 6 | -1.4 | -1.6 | -12
COc1cccc(CC2(CO)CCCN(Cc3cc4ccccc4[nH]3)C2)c1 (stereo not drawn) | 2 | -29 | 148* | 1 | -8 | 30 | -2.0 | -2.0 | 8
COc1ccc(NC(=S)N2CCc3ccccc32)cc1OC | 9 | -6 | 102 | -15 | 1 | 7 | -1.7 | -2.0 | -9
Cc1ccccc1NCC(=O)N/N=C/C(Br)=C/c1ccccc1 | 4 | 0 | 95 | 4 | 10 | 0 | -5.3 | 1.3 | -5
CN(C)C1(CNC(=O)C2CCC(=O)N(Cc3ccc(Cl)cc3)C2)CCCCC1 (stereo not drawn) | -16 | 9 | 94 | 3 | 3 | -2 | 1.3 | 0.7 | 14
Cn1c(=O)c2c(nc(NCc3ccccc3)n2CC(=O)NCc2ccccc2)n(C)c1=O | -2 | 5 | 99 | 7 | 33 | -5 | -3.5 | -5.9 | -1
COc1cc(C2NC(=O)NC(C)=C2C(C)=O)cc(OC)c1OC (stereo not drawn) | -4 | 11 | 88 | 12 | 15 | -6 | -1.2 | 0.4 | -2
CCCSCCCNC(=O)c1ccc(NC(=O)C2=CSCCO2)cc1 | 4 | 0 | 99 | 12 | 16 | 3 | -3.9 | -1.3 | -27
Cc1cc(OC(C)C(=O)Nc2cccnc2)ccc1Cl (stereo not drawn) | 2 | -2 | 109 | 15 | -1 | 9 | -4.0 | -3.8 | -13
COc1ccc(C2CC(=O)C=C(O)C2)cc1 (stereo not drawn) | -6 | 6 | 101 | 27 | 1 | 0 | -2.3 | -0.9 | -1
CCOC(=O)C1CCCN(C(=O)c2cccc(S(=O)(=O)N3CCOCC3)c2)C1 (stereo not drawn) | -1 | 2 | 97 | -22 | -6 | -4 | -0.3 | -2.2 | -9
Cc1nc2ccccc2c(=O)n1Nc1cccc(Cl)c1 | 4 | 7 | 112 | 34 | 22 | 4 | 0.7 | 0.1 | -7
COc1ccc(C(=O)Cn2c(NCCO)nc3ccccc32)cc1 | 3 | -4 | 103 | 0 | 0 | 3 | -2.1 | -3.7 | 6
CC12CN3CCN(CC(C3)/C1=N/NC(=O)Nc1ccccc1)C2 | 2 | -3 | 96 | 24 | 8 | -2 | -3.0 | -4.4 | 2
C/C(COc1ccccc1)=N\NC(=O)c1nnn(-c2nonc2N)c1CSc1ccccc1 | 0 | 4 | 104 | 21 | -10 | 3 | -3.9 | -3.8 | -9
CCOC(=O)N1CCN(S(=O)(=O)c2ccc3c(c2)CCN3C(=O)C2CCC2)CC1 | -4 | -4 | 107 | -14 | 13 | 4 | -0.3 | -2.5 | -4
CC(Nc1n[nH]c(=S)[nH]c1=O)C(=O)OCc1ccccc1 (stereo not drawn) | -7 | 2 | 95 | -3 | 13 | 4 | 0.1 | -1.1 | -9
CC(C)NC(=S)NC(c1ccccc1)(c1ccccc1)c1ccccc1 | -5 | -3 | 95 | -10 | -1 | 1 | -0.5 | 0.0 | -33
Cn1ccc(C(=O)NC(=S)Nc2ccc([N+](=O)[O-])cc2O)n1 | 34* | 5 | 107 | 8 | 6 | 6 | -4.7 | -2.2 | 11
COc1ccc(-c2nnn(CC(=O)N(CCO)C(C(=O)NC3CCCC3)c3ccc(F)cc3)n2)cc1 (stereo not drawn) | 4 | -10 | 85 | -16 | 13 | -16 | -1.4 | -2.0 | -12
COC(=O)c1ccccc1NC(=O)c1nc2nc(C)cc(C)n2n1 | -8 | -1 | 109 | 17 | 7 | 15 | 2.1 | -2.8 | -7
COCCN1CC(=O)N2C(c3cccc(C)c3)c3[nH]c4ccccc4c3C[C@H]2C1=O (stereo partly drawn) | -7 | -21 | 100 | 9 | -13 | 0 | -2.3 | -1.9 | -28
O=S(=O)(c1ccc(-c2cnc(C3CC3)o2)cc1)N1CCN(c2ccccc2)CC1 | -1 | 3 | 100 | 10 | -5 | 0 | -1.7 | -2.5 | -25
CC#CCN(Cc1ccco1)C(=O)c1ccc(OC2CCN(Cc3ccccn3)CC2)cc1 | -13 | -10 | 108 | 1 | 20 | 5 | 0.5 | -0.6 | -35
Cc1occc1C(=O)n1nnc2ccccc21 | -11 | -3 | 97 | 28 | 11 | -5 | -2.6 | -1.1 | -1
CCn1nc(NC(=O)c2cccnc2)c2cc3cccc(C)c3nc21 | -16 | 0 | 105 | 8 | 15 | 7 | 0.8 | -3.7 | 0
CC(C)Oc1ccc(/C(O)=C2/C(=O)C(=O)N(CCN3CCOCC3)C2c2ccccc2)cc1 (stereo not drawn) | 1 | 3 | 104 | 16 | 8 | 7 | -1.8 | 0.1 | -29
COC(=O)C1=C(C)NC(=O)NC1c1ccsc1 (stereo not drawn) | -13 | -7 | 96 | -2 | 11 | 0 | 0.1 | -2.5 | -2
CCc1c(C)nc2ncnn2c1N1CCCC(C(=O)NCc2cccs2)C1 (stereo not drawn) | 1 | 6 | 92 | 8 | 19 | -7 | -2.2 | -1.7 | -21
CC(C)CC(=O)Nc1nnc(-c2ccco2)s1 | -2 | 9 | 108 | 9 | -3 | 7 | -5.4 | -1.5 | -10
Cc1ccc(C(=O)Cn2c(C(=O)/C=C/c3ccccc3)nc3ccccc32)cc1 | 5 | -12 | 94 | 13 | -1 | -1 | -2.2 | -0.1 | -1
COCCN(CC(=O)NCc1ccccc1)C(=O)CCC(=O)Nc1ccccn1 | -8 | 0 | 103 | 32 | -9 | 4 | -2.7 | -3.2 | -9
COc1ccc(NC(=O)c2[nH]c(C)c(C(C)=O)c2C)cc1Cl | 2 | 0 | 104 | 2 | 18 | 4 | -0.9 | -1.5 | 1
COc1cccc(C(=O)NC2CC3CCCC(C2)N3Cc2ccc(C)cc2)c1 (stereo not drawn) | 4 | 5 | 128 | -1 | 2 | 23 | -1.6 | -2.3 | 11
Cc1cc(O)c(S(=O)(=O)c2ccccc2)c(C)c1NS(=O)(=O)c1ccccc1 | -3 | -14 | 89 | 18 | -18 | -9 | 2.1 | 2.3 | -5
Cc1cccc(N(C(=O)c2csnn2)C(C(=O)NC2CCCC2)c2ccncc2)c1 (stereo not drawn) | -4 | -1 | 97 | 19 | -1 | -6 | -1.4 | -2.6 | -7
Cc1cccc2cc(/C=N/NC(=O)CN3CCCCC3)c(Cl)nc12 | -1 | 4 | 107 | 0 | 0 | 7 | -0.7 | -1.2 | 3
COc1ccccc1/C=N/NC(=O)C(=O)N1CCN(c2ccccc2OC)CC1 | 5 | 4 | 103 | 3 | 4 | 0 | 0.4 | -2.7 | -23
CCOC(=O)C1CCN(C(=O)c2cn(C)c(=O)c3cc(OC)c(OC)cc23)CC1 | -17 | 0 | 101 | 19 | 27 | -2 | 1.3 | -0.2 | -15
CCOc1ccc(NS(=O)(=O)c2ccc(NS(=O)(=O)c3ccc(SC)cc3)cc2)cc1 | -2 | -14 | 93 | 20 | -11 | -4 | 3.1 | -5.5 | -7
Cn1c(NC(=O)/C=C/c2ccco2)cc(=O)n(C)c1=O | 5 | -3 | 105 | 14 | 10 | -1 | -2.8 | -2.8 | 1
O=S(Cc1cc(Oc2ccccc2)nc(-c2ccccc2)n1)c1ccccc1 (stereo not drawn) | 3 | -7 | 96 | -8 | -16 | -7 | -8.0 | -2.0 | -28
CC1=CC(=O)C=C(C)C1=NOc1ccc([N+](=O)[O-])cc1 | 7 | -4 | 95 | -7 | 9 | -4 | -0.6 | -3.2 | 3
O=C(NCc1ccco1)C(=O)N1CCCC1 | 5 | 3 | 100 | 0 | -1 | 1 | -3.4 | -0.9 | 2
CC1Cc2ccccc2N1Cc1nc2cc(C(F)(F)F)ccc2c(=O)[nH]1 (stereo not drawn) | 6 | 7 | 94 | 3 | 27 | -8 | -2.2 | -2.4 | -1
CCCn1c(=O)c2c(C(=O)OCC)cc(-c3ccco3)nc2n(CCC)c1=O | 2 | 7 | x | 1 | 34 | x | -2.2 | -3.7 | -6
COc1ccc(OCCNC2CCCC2)cc1 | -3 | 0 | 99 | 24 | 0 | -2 | -2.9 | -1.7 | 1
CCC1CCCCN1S(=O)(=O)c1ccc(NC(=O)CSc2ncccc2C(=O)O)cc1 (stereo not drawn) | 3 | 11 | 103 | 6 | -2 | 5 | -0.5 | 0.0 | -32
OCCN1CCN(c2nc(-c3ccccc3O)nc3ccccc23)CC1 | -10 | -34 | 120 | 26 | 19 | 15 | 11* | -1.6 | 26

By substructure, those above containing a furan ring, fused or not
SMILES | PfM18AAP inh | NS3 helicase inh | MEKK2 WT-MEK5 | NALP1 inh | UBC9 SUMO inh | MEKK2 mut-MEK5 | VIM-2 inh | IMP-1 inhibitor | DNA FID counter
O=C(OCC#CCSc1nc2ccccc2s1)c1ccco1 | 7 | -2 | 101 | x | -25 | 6 | -1.4 | -1.6 | -12
CC#CCN(Cc1ccco1)C(=O)c1ccc(OC2CCN(Cc3ccccn3)CC2)cc1 | -13 | -10 | 108 | 1 | 20 | 5 | 0.5 | -0.6 | -35
Cc1occc1C(=O)n1nnc2ccccc21 | -11 | -3 | 97 | 28 | 11 | -5 | -2.6 | -1.1 | -1
CC(C)CC(=O)Nc1nnc(-c2ccco2)s1 | -2 | 9 | 108 | 9 | -3 | 7 | -5.4 | -1.5 | -10
Cn1c(NC(=O)/C=C/c2ccco2)cc(=O)n(C)c1=O | 5 | -3 | 105 | 14 | 10 | -1 | -2.8 | -2.8 | 1
O=C(NCc1ccco1)C(=O)N1CCCC1 | 5 | 3 | 100 | 0 | -1 | 1 | -3.4 | -0.9 | 2
CCCn1c(=O)c2c(C(=O)OCC)cc(-c3ccco3)nc2n(CCC)c1=O | 2 | 7 | x | 1 | 34 | x | -2.2 | -3.7 | -6

Compounds were not picked by outcome; 4.7% or so of the library scored in one or more.
